NPYLR7 agonist = mosquito NPYLR7 agonism | HEK293T NPYLR7/Galpha15, GCaMP6s calcium fluorescence | activation, % at 10 µM | 0.15% of 270,000 active | AID 1259423; in the data active = activation above about 40%;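 note: 0% = vehicle and 100% = reference agonist at the receptor; some compounds past the cut are filed as inactive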
mcGAS lum = mouse cGAS inhibition by luminescence. inhibition, % at 12.5 µM. recombinant cGAS, Kinase-Glo ATP depletion luminescence. 0.15% of 160,000 active. Q8C6L5;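 note: 0% = negative control wells and 100% = reference inhibitor with no enzyme activity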
hcGAS inh = blocks human cGAS activity. recombinant h-cGAS, ATP depletion, Kinase-Glo luminescence. 0.081% of 290,000 active. Q8N884. inhibition, % at 12.5 µM;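 note: 0% = vehicle reaction and 100% = reaction without DNA for no activity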
Target sequence (Q8N884 whole entry, looked up): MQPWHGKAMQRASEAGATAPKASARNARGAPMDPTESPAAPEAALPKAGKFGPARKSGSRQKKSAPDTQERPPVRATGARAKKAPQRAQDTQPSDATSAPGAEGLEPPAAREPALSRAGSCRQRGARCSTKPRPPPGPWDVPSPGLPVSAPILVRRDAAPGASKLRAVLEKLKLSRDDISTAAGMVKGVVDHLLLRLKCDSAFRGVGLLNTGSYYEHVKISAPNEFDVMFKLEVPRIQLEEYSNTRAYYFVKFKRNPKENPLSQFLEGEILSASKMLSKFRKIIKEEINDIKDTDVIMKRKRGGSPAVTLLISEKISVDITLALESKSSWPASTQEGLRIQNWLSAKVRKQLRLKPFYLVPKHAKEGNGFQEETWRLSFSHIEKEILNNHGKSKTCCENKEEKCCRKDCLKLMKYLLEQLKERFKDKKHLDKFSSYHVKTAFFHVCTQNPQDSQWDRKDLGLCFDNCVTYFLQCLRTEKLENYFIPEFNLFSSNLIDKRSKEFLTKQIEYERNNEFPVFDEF
* hit, by the source's call; x = no result given; & = joins results of further samples. Cut-off read from the data, not from the text of the source, unless noted: active = inhibition above about 40%; inactive = the rest.

SMILES	NPYLR7 agonist	mcGAS lum	hcGAS inh
CC(C)c1cc(N2CCN(c3ccccc3F)CC2)nc(SCc2ccc(C(=O)NCc3ccccn3)o2)n1	8	-4	-11
C#CCOCC(O)CN(CCC(C)C)Cc1ccsc1 (stereo not drawn)	-1	-4	-4
O=C1NC2(CCSC2)C(=O)N1Cc1sc2ccccc2c1Cl (stereo not drawn)	5	x	-4
COc1ccc(NC2(C(=O)N3CCn4cncc4C3)CCCC2)cc1	6	x	-3
C#CCN(C(=O)c1ncoc1C(C)C)C1CCS(=O)(=O)C1 (stereo not drawn)	2	x	-8
COc1ccc(OC)c(S(=O)(=O)Nc2ccc(SC#N)cc2C)c1	0	-6	-2
Cc1ccc(C(C)Cc2c(-c3ccccc3)ncn2CCc2cnccn2)o1 (stereo not drawn)	4	x	-7
CCn1c(CN(C)C(=O)Nc2cc(F)ccc2F)nc2ccccc21	0	x	2
Cc1ccc(Nc2nc(-c3cnc(N4CCN(C)CC4)nc3C)cc(=O)[nH]2)cc1C	1	x	-6
CC(C)Oc1c(-c2ccco2)c(=O)c1=O	-6	x	66*
O=C(Cn1nc2c(c1NC(=O)c1cc3ccccc3o1)CSC2)NCc1ccc(F)cc1	-5	-4	1
Cc1noc(C)c1CN1CCN2C(C(=O)Nc3cccnc3)=COC2=NC1=O	7	x	-1
O=C(NCCNC(=O)[C@H]1CCCN1C(=O)C(c1ccccc1)c1ccccc1)c1ccc(F)cc1	1	-3	-3
CCOC(=O)C1(c2csc(N)n2)COC(=O)C1 (stereo not drawn)	-2	x	4
CN(CC1CCCN(CCc2cccc(C(F)(F)F)c2)C1)C(=O)C1CCCCC1 (stereo not drawn)	15	-11	-9
CNS(=O)(=O)c1cc(-c2nnc(Nc3cccc(C)c3)c3ccccc23)ccc1C	-16	x	-2
Cc1cccc(N(CCOC(=O)c2ccccc2)C2=NS(=O)(=O)c3ccccc32)c1	6	-5	-4
CCCn1nccc1C(=O)NCc1cc(F)cc2c(C)c(C)[nH]c12	24	-17	-5
CC1(C)CCCC(C)(C#CC#CC2(C)CCCC(C)(C)O2)O1 (stereo not drawn)	x	-6	-13
O=C(NCC1COc2ccccc2O1)C(=O)c1cn(CC(=O)N2CCOCC2)c2ccccc12 (stereo not drawn)	-4	x	-6
COc1ccc(CNC(=O)c2cccc(N3CCCC3=O)c2)cn1	1	x	-8
COc1ccc(CN2CCN(c3cc(Oc4ccc(OC)cc4)ncn3)CC2)cc1	-7	1	3
C=CC(C)(O)CN(Cc1c(-c2ccccc2)nn(C)c1Oc1ccccc1Cl)CC1CCCO1 (stereo not drawn)	9	-5	-4
C=CCN(CC(=O)N1CCc2sccc2C1c1ccc(Cl)cc1Cl)C(=O)CCCCCCCC (stereo not drawn)	22	-7	-7
CC(C)N(C)S(=O)(=O)c1ccc(NC(=O)CNC(C)(C)C)cc1	1	x	-6
CSc1cccc(CNC(=O)c2ccc(S(N)(=O)=O)cc2)c1	10	x	-6
COc1cc(/C=C2/CCS(=O)(=O)c3ccccc3C2=O)cc(OC)c1	2	x	0
Cc1nn(C)c(=O)c2c1cnn2-c1ccccc1	7	x	-3
c1ccc2sc(N3CCN(Cc4cc5n(n4)CCCNC5)CC3)nc2c1	2	-17	-8
C#CCn1c(=O)c2c(OCCC)ccnc2n(C)c1=O	0	x	-10
CSc1ccccc1C(=O)N1CCC(N2CCC(C(=O)NC3CC3)CC2)CC1	-8	x	6
CCCCCCc1ccc(C(=O)N2CCC(c3ccc(F)cc3)CC2)cc1	-2	-4	-6
CC1(C(=O)NCc2ccccn2)CCN1C(=O)Cc1ccsc1 (stereo not drawn)	7	-5	-6
Cc1cc(C)n(-c2ccc(NC(=O)C3CCN(C(=O)CCc4cnn(C)c4)CC3)cc2)n1	7	-7	-4
NC(=O)COc1cccc(-c2ccccc2OC(F)(F)F)c1	0	-11	-6
COc1cc(OC)c2[nH]c(C(=O)N3CSCC3C(=O)N3CCOCC3)cc2c1 (stereo not drawn)	2	x	-6
CC(C)OCc1nnc(SCC(=O)O)n1C	2	-15	-3
CC1=NOC(C(=O)NCCCc2nc3ccccc3s2)C1 (stereo not drawn)	27	x	-9
CC1(C)CC2CC(C)(CN2CC(C)(C)NS(=O)(=O)c2cccs2)C1 (stereo not drawn)	2	x	-2
O=C(CN1CCCCC1)NC1CCc2cc3c(cc21)CCC3 (stereo not drawn)	2	x	-4
CCN(Cc1ccc2c(c1)OCO2)S(=O)(=O)c1cn(C)c(=O)n(C)c1=O	-2	x	-5
CCc1nnc(CNC(=O)c2cnn(CC)c2C)s1	3	x	-5
Cc1ccc2nc(CSc3nc4scc(-c5cccs5)c4c(=O)[nH]3)cc(=O)n2c1	1	4	5
Cc1cc(OCC(=O)NNC(=O)COc2cc(C)c(Cl)c(C)c2)cc(C)c1Cl	1	x	-2
CCCN1CCN(c2ccc(C(=O)N(C)Cc3ccc4ccccc4n3)cn2)CC1	5	x	-12

Record cards, from the list above:
CCN(Cc1ccc2c(c1)OCO2)S(=O)(=O)c1cn(C)c(=O)n(C)c1=O is listed as NPYLR7 agonist: -2; mcGAS lum: x; hcGAS inh: -5
CCCCCCc1ccc(C(=O)N2CCC(c3ccc(F)cc3)CC2)cc1 is listed as NPYLR7 agonist: -2; mcGAS lum: -4; hcGAS inh: -6
CC1=NOC(C(=O)NCCCc2nc3ccccc3s2)C1 (stereo not drawn) is listed as NPYLR7 agonist: 27; mcGAS lum: x; hcGAS inh: -9

Carrying on:
SMILES	NPYLR7 agonist	mcGAS lum	hcGAS inh
NC(=O)C1CCN(c2ccc3cccc(OCc4ccc(Cl)cc4)c3n2)CC1	5	0	0
COc1ccccc1C(=O)Nc1ccc2c(c1)CN(C(=O)c1ccsc1)CC2	14	-13	-8
COc1ccccc1N/C=C(/Br)C(=O)C(F)(F)F	5	x	-4
CC(C)CN(C)C(=O)Nc1ccccc1CN1CCOCC1	8	x	-13
CCOC(=O)c1ccc(NC(=O)N2CCC3(CC2)SCCN3C(=O)CCc2ccccc2)cc1	0	-4	-3
Cc1ccc(C(c2ccccn2)N(C)S(=O)(=O)c2cnc[nH]2)cc1 (stereo not drawn)	1	x	-7
Cc1csc2cc(C(=O)NC3CC(C)CC(C)(C)C3)cnc12 (stereo not drawn)	-2	-4	0
O=C(c1ccco1)N(Cc1cccc(C(F)(F)F)c1)CC1CC(c2ccc(F)cc2)=NO1 (stereo not drawn)	10	-7	-7
Cc1nc(-c2ccncc2C(=O)N2CCCC2C2CCCN2C)no1 (stereo not drawn)	-12	x	-2
COc1ccccc1N1CCN(c2ccc(NC(=O)CC(C)C)cc2C(=O)N2CCCCC2)CC1	-4	-4	-3
CC(C)[N+]1(C)C2CCC1CC(OC(=O)C(CO)c1ccccc1)C2 (stereo not drawn)	-2	x	-6
CC12CCC(C(=O)N3CCOCC3)(CC1=O)C2(C)C (stereo not drawn)	11	x	-6
COc1cc2c(cc1OC)C(CNC(=O)c1cccs1)N(Cc1cccc(F)c1)CC2 (stereo not drawn)	x	-2	0
Cc1nc(CCNC(=O)CC2C(=O)NCCN2Cc2ccoc2)sc1C (stereo not drawn)	11	x	-10
CCn1cc(C(CC(=O)NCCCOC)c2ccc3c(c2)OCO3)c2ccccc21 (stereo not drawn)	1	2	6

Reformatted as comma-separated lines: entries from further up.
molecule,NPYLR7 agonist,mcGAS lum,hcGAS inh
COc1ccccc1C(=O)Nc1ccc2c(c1)CN(C(=O)c1ccsc1)CC2,14,-13,-8
COc1ccccc1N/C=C(/Br)C(=O)C(F)(F)F,5,x,-4

New compounds follow
SMILES	NPYLR7 agonist	mcGAS lum	hcGAS inh
Cc1cccc(NC(=O)c2csc3nc(-c4ccccc4)cn23)n1	1	x	-5
Cc1ccc(C2=N/C(=C/N3CCOCC3)C(=O)O2)cc1	-9	-1	-1
Cc1cc(C)c2sc(N3CCN(C(=O)c4ccno4)CC3)nc2c1	-5	-3	-3
Cc1cccc(C(=O)NC(C)C(=O)N(C)Cc2ccc(N(C)C)cc2)c1 (stereo not drawn)	-5	x	-4
COc1cc(-c2cnn3c(C)c(C(=O)N4CC=CCC4)cnc23)cc(OC)c1OC	8	-6	-5
NC(=O)c1cnc2n1CCN(C(=O)COCc1ccccc1)C2	-3	x	-1
CC(C)(C)CC(=O)Nc1ccc(-n2ccnc2)nc1	-2	x	-6
O=S(=O)(Nc1ccc2c(c1)OCO2)c1cc(Cl)ccc1Cl	-1	-10	-6
OCCC1CN(Cc2cccc3cnccc23)CCN1Cc1ccccc1F (stereo not drawn)	7	-1	4
CNC(=O)CSc1nnc(N2CCN(C(=O)c3ccccc3C)CC2)s1	-12	-1	5
Oc1[nH]c2cc3c(cc2c1N=NCc1ccccc1Cl)OCCCO3	6	x	-7
COC(=O)c1ccn(C(=O)c2ccnn2C)n1	15	x	-10
COc1cccc(C(CN2CCN(C(=O)c3ccc(F)c(F)c3)CC2)OCc2ccc(C)cc2)c1 (stereo not drawn)	x	-5	0
CCN1C(=O)/C(=C\C=C2/Sc3ccccc3N2CC)N(c2ccccc2)C1=S	-2	-4	-5
CC(C)n1c(CN2CCN(C(=O)c3ccco3)CC2)nc2c1c(=O)n(C)c(=O)n2C	-1	x	10

Laid out differently: entries from further up.
| Structure | NPYLR7 agonist | mcGAS lum | hcGAS inh |
| --- | --- | --- | --- |
| COc1cc2c(cc1OC)C(CNC(=O)c1cccs1)N(Cc1cccc(F)c1)CC2 (stereo not drawn) | x | -2 | 0 |
| O=C(NCCNC(=O)[C@H]1CCCN1C(=O)C(c1ccccc1)c1ccccc1)c1ccc(F)cc1 | 1 | -3 | -3 |
| CC(C)n1c(CN2CCN(C(=O)c3ccco3)CC2)nc2c1c(=O)n(C)c(=O)n2C | -1 | x | 10 |
| CC1(C(=O)NCc2ccccn2)CCN1C(=O)Cc1ccsc1 (stereo not drawn) | 7 | -5 | -6 |

Other entries
SMILES	NPYLR7 agonist	mcGAS lum	hcGAS inh
COCCNC(=O)c1cc(-c2ccc(Cl)cc2)n(-c2ccc(F)cc2)c1C	-6	1	2
CCc1ccc(C(=O)Nc2c(-c3ccc(C)cc3)nc3cc(C)ccn23)cc1	0	-9	-9
O=C(NC1CCCCC1)C1CCCN(S(=O)(=O)c2cnc[nH]2)C1 (stereo not drawn)	6	-3	-10
CC1=C(N2C(=O)C(=Cc3cccc([N+](=O)[O-])c3)SC2=S)C(=O)N(c2ccccc2)C1C (stereo not drawn)	-4	1	-4
COc1ccsc1C(=O)N1CCCC(c2n[nH]c(C)n2)C1 (stereo not drawn)	3	-5	-8
O=C(Nc1cccc(-n2cncn2)c1)C1=CN2CCN(Cc3ccccc3C(F)(F)F)C(=O)N=C2O1	0	x	-10
Cc1nc(N2CCNC(=O)CC2C)c2c(CC(C)C)csc2n1 (stereo not drawn)	10	x	-7
Cc1cccc(-c2nnc(NC(=O)C3CCCN3C(=O)Nc3c(Cl)cccc3Cl)s2)c1 (stereo not drawn)	19	-4	-10
COc1cc(CN2CCCC2c2ccc(O)cc2)cc(Br)c1OC (stereo not drawn)	-1	x	1
Cc1noc(C)c1CNC(=O)C(O)c1ccc(C(F)(F)F)cc1 (stereo not drawn)	10	-11	-4
CCOC(=O)CCC(=O)Nc1ccc(C2SCC(=O)N2c2ccc3c(c2)CCC3)cc1 (stereo not drawn)	3	-1	5
Cc1cccc(C(=O)NNC(=O)COc2cc(C)c(Cl)c(C)c2)c1	-3	x	-8
COC(=O)c1coc(CN2CCCC3(CC2)CN(C)C(=O)O3)n1 (stereo not drawn)	12	-14	-5
COCCc1noc(C2CCCCN2C(=O)c2cnn3c2CCCC3)n1 (stereo not drawn)	7	x	-6
CCOC(=O)c1nn(-c2ccccc2)c(=O)c2c(NC(=O)Cc3ccc(OC)cc3)scc12	4	-7	-6
CC(C)(C)c1cc2nc(-c3ccc(F)cc3)cc(C(=O)NCCN3CCCC3)n2n1	9&18	-9&-7	-1&-7
CN(C)C(=O)CNS(=O)(=O)c1ccc(F)cc1F	0	x	-5
CC(C)(C)c1ccc(C2(O)CN(c3ccccc3)C3=[N+]2CCCS3)cc1 (stereo not drawn)	5	-4	-3
COCCOc1nc(-c2ccc(Cl)c(Cl)c2)n(-c2ccc(NCC(O)COCc3ccccc3)cc2)n1 (stereo not drawn)	-8	1	1
Cc1cc(C=NNC(=S)NC(C)C)c(C)n1CC(C)C	-2	x	-4
CC(N)=N[C@@H](CCC(=O)O)C(=O)O	2	x	-3
Cc1ccc(N(C(C)C(=O)O)S(C)(=O)=O)cc1C (stereo not drawn)	2	-4	-3
COc1ccc(CCNC(=O)CN2CN(c3ccccc3)C3(CCN(C(=O)c4cccc([N+](=O)[O-])c4)CC3)C2=O)cc1OC	29	-7	-11
Cc1ccc(C2=NN(C(=O)CN3CCCCC3C)C(c3cccc(F)c3)C2)cc1 (stereo not drawn)	-1	-6	-4
Cc1ccc(CN2CCC(CNC(=O)c3cc(C)nn3C)CC2)cc1	4	x	-10
CCCCC1C=CCN1C(=O)c1cccc(C#CC(C)(C)O)c1 (stereo not drawn)	5	x	-5
N#CC(=Cc1cccnc1)C(=O)Nc1ccc(F)cc1	-1	x	-7
CCS(=O)(=O)Oc1cc(CNC2CC2)ccc1OC	2	x	-5
Fc1cc2ncnc(NCC3(N4CCOCC4)CCCC3)c2cc1F	-23	x	-4
CCCn1cc(C(=O)Nc2ccncc2)c2nn(-c3ccccc3)c(=O)c-2c1	11	-8	-5
O=C(Nc1ccccc1NCC(F)(F)F)c1ccc(-c2cnco2)cc1	2	x	-8
N#CCCN(C(=O)COC(=O)c1ccc(Cl)s1)c1ccccc1F	6	-4	-2
Cc1ccccc1C(=O)N1C(C(=O)NC2CC2)COC12CCN(C(=O)c1ccccc1F)CC2 (stereo not drawn)	5	-1	1
CCCOCc1nc2c([nH]1)CC(C)(C)CNC2=O	16	x	-3

Screens (PubChem)

Rows were taken by chance; about 0.29% have a hit in one of these screens.
